# Screening results as filed in PubChem BioAssay.
# Apoferritin bind: binds horse apoferritin like a general anesthetic. Potency, µM (top dose mostly 77.5 µM), without a hit: at the top dose activity change, negative = displacement, usual class: inhibitors. P02791. 350,000 tested, 0.074% active. apoferritin/1-aminoanthracene competitive binding, fluorescence; also: % is scaled to controls: 0 for no effect and ±100 for the full control effect; nearly all actives have a fitted effect of over 20% in size
# Target sequence (P02791 2-175 limits assumed): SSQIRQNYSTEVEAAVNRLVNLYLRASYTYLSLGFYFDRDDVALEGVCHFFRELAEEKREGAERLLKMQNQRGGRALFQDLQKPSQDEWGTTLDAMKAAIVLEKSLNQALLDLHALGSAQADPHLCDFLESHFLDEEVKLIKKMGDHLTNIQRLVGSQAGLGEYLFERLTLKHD
#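 Horse-spleen apoferritin (10 uM) was mixed with 50% saturated 1-aminoanthracene in PBS, exposed to compounds for 10 min at room temperature, and read for fluorescence (ex 380 nm, em 535 nm). Competitive displacement was fitted with a four-parameter Hill equation.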
# Pol eta inh: DNA polymerase eta (human) inhibition. AID 588591. Potency, µM (series often up to 114 µM), for inactives: top-dose activity change, negative = inhibition, hits mostly inhibitors. 390,000 tested, 1.2% active. recombinant Pol eta, fluorescent DNA replication assay; also: % is scaled to controls: 0 for no effect and ±100 for the full control effect
# Target sequence (Q9Y253 whole entry, looked up): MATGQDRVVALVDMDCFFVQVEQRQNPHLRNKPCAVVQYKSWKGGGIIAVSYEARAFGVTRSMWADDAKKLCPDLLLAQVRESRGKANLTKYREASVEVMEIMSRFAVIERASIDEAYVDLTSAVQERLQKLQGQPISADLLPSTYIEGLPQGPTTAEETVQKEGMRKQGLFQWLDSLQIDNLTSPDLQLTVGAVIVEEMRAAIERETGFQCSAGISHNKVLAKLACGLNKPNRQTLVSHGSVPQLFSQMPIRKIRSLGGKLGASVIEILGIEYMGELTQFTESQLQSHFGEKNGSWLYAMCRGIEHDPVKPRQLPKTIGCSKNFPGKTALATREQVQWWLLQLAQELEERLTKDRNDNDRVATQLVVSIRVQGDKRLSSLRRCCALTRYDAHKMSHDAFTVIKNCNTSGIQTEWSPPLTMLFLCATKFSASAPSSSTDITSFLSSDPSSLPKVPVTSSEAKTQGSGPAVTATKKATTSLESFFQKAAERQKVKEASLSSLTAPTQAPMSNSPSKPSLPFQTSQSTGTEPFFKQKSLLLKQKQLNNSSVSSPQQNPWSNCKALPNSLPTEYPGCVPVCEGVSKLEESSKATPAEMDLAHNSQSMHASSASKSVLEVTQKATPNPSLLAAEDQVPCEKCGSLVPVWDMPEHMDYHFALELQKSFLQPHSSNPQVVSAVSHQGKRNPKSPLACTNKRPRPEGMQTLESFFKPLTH
#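 Fluorescent replication assay: 50 nM final substrate added after a 15 min room-temperature compound preincubation with 10 nM enzyme. Signal taken at 0 min and again at 10 min.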
# G9a block: inhibitors of human histone lysine methyltransferase G9a; Q96KQ7; G9a H3K9 monomethylation, AlphaScreen, 2 h; Potency, µM (doses to about 102 µM), without a hit: top-dose activity, negative = inhibition, most hits filed as inhibitors; 350,000 tested, 8.8% active; AID 504332; also: % is scaled to controls: 0 for no effect and ±100 for the full control effect; nearly all actives have a fitted effect of over 75% in size
#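 Compounds were preincubated with 20 nM G9a for 15 min, after which biotinylated H3K9 peptide (500 nM) and SAM (20 uM) started a 2 h room-temperature reaction. Monomethylated product was quantified by antibody-based AlphaScreen chemiluminescence.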
# BLM helicase inh: Bloom syndrome helicase (human) inhibition | P54132 | recombinant BLM DNA unwinding, fluorescence dequenching | Potency, µM (highest dose often 56.1 µM), for inactives: top-dose activity change, negative = inhibition, actives largely listed as inhibitors | 350,000 tested, 0.2% active | AID 2528;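 also: plate controls were vehicle for no effect and no enzyme for full effect; nearly all actives have a fitted effect of over 35% in size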
# POLK inh: blocks human DNA polymerase kappa activity. purified Pol kappa, fluorescent DNA synthesis assay, 10 min. Potency, µM (highest dose often 107 µM), for inactives: at the highest dose activity, negative = inhibition, most hits filed as inhibitors. 400,000 tested, 0.53% active. AID 588579; also: % is scaled to controls: 0 for no effect and ±100 for the full control effect
#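 Activity was followed as the change in fluorescence between reads at 0 and 10 min after starting the reaction with 50 nM substrate. Beforehand, 10 nM polymerase had been preincubated with compound for 15 min at room temperature.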
# APE1 inh: APE1 (human) endonuclease inhibition; P27695; recombinant APE1, TAMRA/BHQ-2 abasic DNA cleavage fluorescence; Potency, µM (highest dose often 65.8 µM), inactives show top-dose activity change, negative = inhibition, usual class: inhibitors; 350,000 tested, 0.35% active; AID 2517;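 also: plate controls were vehicle for no effect and reference inhibitor for full effect; nearly all actives have a fitted effect of over 55% in size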
#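 Endonuclease cleavage of a quenched abasic-site DNA duplex (50 nM) by APE1 (0.75 nM) was tracked by TAMRA dequenching. Compounds were preincubated with enzyme 15 min at room temperature; data normalized to buffer-only and DMSO wells plus NSC13755 control.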
# Pol iota inh: blocks human DNA polymerase iota activity | Pol iota fluorescent replication assay, 10 min | Potency, µM (highest dose often 115 µM), for the others: at the highest dose activity, negative = inhibition, actives largely listed as inhibitors | 390,000 tested, 1% active
#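 Fluorescent replication assay read twice, at 0 min and 10 min after adding 50 nM (final) substrate. Enzyme (10 nM) and compounds were first incubated 15 min at room temperature; enzyme-free buffer wells were negative controls.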
# Pol beta inh: blocks human DNA polymerase beta activity. Pol beta primer extension/strand displacement, fluorescence kinetic. Potency, µM (doses to about 114 µM), inactives show at the top dose activity change, negative = inhibition, most hits filed as inhibitors. 340,000 tested, 1.3% active. AID 485314; also: % is scaled to controls: 0 for no effect and ±100 for the full control effect
#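 Pol beta (10 nM) was preincubated with compound for 15 min at room temperature. The reaction was then started with 50 nM substrate and read immediately and after a further 10 min at room temperature.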
# BAZ2B inh: inhibitors of human BAZ2B bromodomain. Potency, µM (titrated, usually from 114 µM), for the others: top-dose activity change, negative = inhibition, most hits filed as inhibitors. AlphaScreen BAZ2B-H3K14Ac peptide displacement. 360,000 tested, 4.4% active. Q9UIF8. AID 504333; also: % is scaled to controls: 0 for no effect and ±100 for the full control effect; nearly all actives have a fitted effect of over 60% in size
#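 Inhibition is scored as reduced AlphaScreen emission. The BAZ2B/b-H3(5-23)K14Ac complex (50 nM each) in PBS pH 7.4, 0.01% Tween-20 meets compound (up to 110 uM) for 30 min at RT before bead addition.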
# * hit, by the source's call; ? = inconclusive; · = no result given; [ ] = another dose, or the depositor's remark. Calls follow the shape of the dose curve; as a rule, active = well fitted curve in the direction sought with a large enough effect; inconclusive = small, poorly fitted or top-dose-only effect, or another doubt; inactive = no such curve, though single readings can be large; an effect the other way counts as inactive or inconclusive. Potency is read from the fitted curve at half-maximal effect. Some of the compounds tested (hit frequency here may not be typical).
SMILES,Apoferritin bind,Pol eta inh,G9a block,BLM helicase inh,POLK inh,APE1 inh,Pol iota inh,Pol beta inh,BAZ2B inh
O=C(CN1C(=O)/C(=C/c2ccccc2)SC1=S)NC1CCS(=O)(=O)C1 (configuration not stated),-5%,1%,-9%,-1%,-2%,22%,7%,27%,-15%
CCOc1ccc(NS(=O)(=O)c2ccc3[nH]cc(C(=O)N(CC)CC)c(=O)c3c2)cc1,-13%,20µM*,-16%[59 µM],-5%,-2%,-11%,?,7%,6%
COc1ccc(OC)c(-n2nnnc2SCC(=O)O)c1,-2%,-7%,11%,0%,0%,2%,12%,5%,?
Cc1ccc([C@@H]2CC=C(C(=O)O)[C@H](c3ccccc3)N2S(=O)(=O)c2ccc(C)cc2)cc1,·,-12%,-4%[2.33 µM],·,-12%,3%,2%,·,-8%
O=C(c1ccc(-c2nnc(Nc3ccccc3)c3ccccc23)cc1)N1C[C@H]2C[C@H](C1)c1cccc(=O)n1C2,-14%,-11%,3%,-1%,-3%,1%,6%,21%,-9%
CCOC(=O)c1[nH]c2ccccc2c1NC(=O)c1ccc(Br)o1,0%,-4%,-8%[59 µM],-10%,-17%,?,-9%,4%,12%
CC(C)(C)c1oc(C(=O)O)cc1CN1CCOCC1,4%,-21%,8%[12.7 µM],-1%,-6%,-4%,26%,-10%,-23%
COc1ccc(CCNC(=O)C2CCN(S(=O)(=O)c3cccs3)CC2)cc1OC,-5%,-14%,-44%,0%,-7%,-1%,29%,29%,·
O=C1C(=O)N(C2CCN(S(=O)(=O)c3ccc(F)cc3)CC2)CCN1Cc1ccccc1,-5%,-21%,8%[59 µM],1%,0%,·,9%,2%,3%
COc1ccc(NC(=O)N(C)C[C@H]2Oc3c(NC(=O)Nc4ccc(C(F)(F)F)cc4)cccc3C(=O)N([C@H](C)CO)C[C@@H]2C)cc1,·,-18%,·,·,13%,7%,6%,·,·
CCn1c(SCc2ccccc2)nnc1-c1cccs1,-4%,3%,?,0%,-12%,0%,2%,10%,8%
CN(C)/C=C(\C#N)c1nc2ccccc2[nH]1,-1%,0%,8%[12.7 µM],2%,0%,2%,34%[activator],0%,-2%
O=C(Cc1ccc(NC(=O)N2CCSc3ncccc32)cc1)NCc1ccccc1,-10%,-6%,-5%[59 µM],-2%,-1%,·,10%,3%,-14%
COc1cc([N+](=O)[O-])ccc1NC(=O)NCCCN1CCCC1=O,-15%,-6%,14%,-15%,0%,33%,36%[activator],2%,-26%
COCCNC(=O)/C(C#N)=C/c1cccc(OCc2ccccc2)c1,?,-16%,2%,-4%,7%,-1%,8%,19%,2%
Cc1ccc(/C=C/C(=O)Nc2ncc(C)s2)o1,-12%,?,13µM*,?,-29%,?,-26%,-19%,?
COCCNC(=O)c1ccccc1NC(=O)c1ccccc1N(C)S(=O)(=O)c1ccccc1,-7%,-1%,3%[2.33 µM],-10%,-17%,1%,13%,-1%,2%
COc1cc(NC(=S)N2CCN(c3ccccn3)CC2)cc(OC)c1OC,-5%,-14%,4%,-7%,-3%,-1%,15%,39%,-1%
COc1ccc(NC(=O)CSc2nc3ccccc3n2CC(=O)N(C)C2CCCCC2)cc1,?,-20%,-2%[12.7 µM],-1%,-8%[60.1 µM],·,6%,2%,-19%
COc1ccc(C(=O)Cn2nnc(-c3ccccc3-n3cnnn3)n2)cc1,-22%,3%,-9%[59 µM],-4%,-6%,-2%,-20%,11%,·
Cc1ccc(N)c(C(=O)CCCCC(=O)O)c1,-6%,-6%,-5%[59 µM],-2%,8%,8%,-7%,7%,6%
Cc1ccc(C)c(NC(=O)C(Sc2nncn2C)c2ccccc2)c1 (configuration not stated),-11%,-1%,9%[59 µM],-2%,-7%,3%,?,32%,·
COc1cc(/C=C/C(=O)N2c3ccccc3Sc3ccc(C(F)(F)F)cc32)cc(OC)c1OC,-12%,-22%,2%[59 µM],-8%,-10%,0%,15%,-13%,-11%
O=C(NCc1ccco1)c1csc(Nc2ccccc2Cl)n1,2%,-6%,32µM*,-9%,-19%,-6%,-1%,0%,?
CC1Cc2ccccc2N1C(=O)CSc1nncn1C (configuration not stated),-17%,7%,-2%,-1%,-6%,-2%,1%,12%,-11%
SMILES,Apoferritin bind,Pol eta inh,G9a block,BLM helicase inh,POLK inh,APE1 inh,Pol iota inh,Pol beta inh,BAZ2B inh
CCOc1ccc(OCC)c(NC(=O)C2CCN(S(=O)(=O)c3cn(C)cn3)CC2)c1,-5%,-19%,12%[59 µM],0%,-1%[60.1 µM],·,3%,-4%,-19%
O=C(COC(=O)c1ccccc1O)Nc1ccc(S(=O)(=O)N2CCCCC2)cc1,?,-12%,?,-9%,-7%,-4%,82%[activator],5%,-22%
Cc1ccc(NC(=O)c2ccc3c(c2)C(=O)N(Cc2cccnc2)C3=O)c(C)c1,-6%,-18%,-36%,-11%,-11%,7%,102%[activator],15%,-21%
O=C(c1ccc2c(c1)N(Cc1ccc(Cl)cc1)C(=O)c1ccccc1S2(=O)=O)N1CCOCC1,1%,?,-4%[59 µM],-4%,-21%,·,20%,5%,-10%
C[C@H]1CN([C@@H](C)CO)C(=O)c2cccc(NC(=O)C3CC3)c2O[C@H]1CN(C)Cc1ccncc1,·,-17%,·,·,9%,10%,18%,·,·
CCOc1cc(CNCCc2ccc(S(N)(=O)=O)cc2)ccc1OCC(=O)NC1CCCCC1,-19%,-8%,-48%[59 µM],4%,0%,-2%,2%,2%,0%
O=C(NCCCN1CCCC1=O)c1ccccc1NS(=O)(=O)c1ccc(F)cc1,-5%,6%,-11%[59 µM],4%,-4%,-4%,-9%,25%,-5%
O=C(NCCCn1ccnc1)c1ccc(Cl)c(Cl)c1,-3%,-2%,9%,-2%,1%,24%,90%[activator],9%,-10%
O=C(Nc1nnc(COc2ccc(Cl)cc2)s1)c1ccc([N+](=O)[O-])cc1,-5%,?,18%[12.7 µM],-2%,-26%,8%,11%,68%,-37%
O=C(Cc1c(F)cccc1Cl)OCN1C(=O)c2ccccc2C1=O,-3%,-18%,17%,-5%,2%,-15%,51%[activator],21%,-3%
O=C(OCn1nnc2ccccc2c1=O)c1cccs1,4%,-18%,-11%,2%,0%,2%,33%[activator],25%,2%
Cc1oc2c(C)c3oc(=O)c(CCC(=O)NCCN4CCOCC4)c(C)c3cc2c1C,-3%,-21%,10%,1%,1%,19%,30%,-1%,3%
CCOC(=O)c1c(S(=O)(=O)N2CCC(C(=O)Nc3cccc(C#N)c3)CC2)c(C)n(C)c1C,-1%,-7%,-5%[59 µM],-2%,-10%[60.1 µM],·,-16%,-3%,-8%
Cc1ccc(CSc2nnc(-c3ccc(S(=O)(=O)N4CCCC4)cc3)o2)cc1,-16%,-3%,5%,-5%,-6%,?,0%,15%,0%
O=C(c1cccc(C(F)(F)F)c1)N1CCOc2ccccc21,7%,-16%,1%[0.501 µM],-5%,12%,3%,14%,-2%,13%
O=C(Nc1cccc([N+](=O)[O-])c1)c1ccc(-c2ccccc2)cc1,-14%,-14%,11%[59 µM],-11%,7%,-1%,77%[activator],36%,0%
Cc1ccc(NC(=O)CSc2nnc(CNC(=O)c3ccco3)n2C)c(C)c1,·,-19%,-17%[0.501 µM],·,7%,48%[activator],-19%,·,6%
O=C(Nc1ccccn1)C1CCN(c2ncnc3c2nc2n3CCCCC2)CC1,0%,-3%,6%,1%,-14%,-7%,12%,5%,?
O=C(c1cc(N2C(=O)C3C4CCC(C4)C3C2=O)ccc1Cl)N1CCN(c2ccccc2F)CC1 (configuration not stated),-12%,-4%,-15%,-5%,1%,-2%,14%,24%,8%
Cc1cccc(Nc2n[nH]c(C)c2[N+](=O)[O-])c1,?,-16%,-29%[59 µM],-8%,-14%,3%,17%,-11%,-39%
COc1ccc(S(=O)(=O)N2CCCCC2)cc1NC(=O)CCOc1cc(C)ccc1C,·,-10%,17%[2.33 µM],·,9%,10%,-15%,·,3%
CN(CC(=O)Nc1ccc(F)c(F)c1F)C(=O)C1=NN(c2ccccc2)C(=O)CC1,·,-15%,?,·,-6%,-15%,3%,·,9%
Cc1cc(C)n2nc(SC(C)C(=O)N3CCCC3)nc2n1 (configuration not stated),·,-6%,?,·,-17%,-6%,7%,·,9%
COc1cc(/C=C2\SC(=S)N(CCC(=O)Nc3cccc(O)c3)C2=O)cc(OC)c1OC,?,-6%,22%[0.501 µM],-6%,-18%,20%,78%[activator],-2%,-6%
O=C(COC(=O)/C(=C/c1cccs1)c1cccs1)NCc1ccccc1Cl,-9%,-10%,-10%[59 µM],-13%,-16%,-6%,-17%,-13%,-12%
COc1ccc(-c2cc(OC(=O)c3ccc(Cl)cc3)c3c(C)oc(C)c3c(=O)c2)cc1,-2%,-30%,?,-4%,?,·,?,-1%,40µM*
Cc1ccc(Cn2nc(-c3ccccc3)nc2-c2ccccc2)cc1,33%[activator],-13%,155%[activator],-9%,-21%,-1%,6%,1%,31%
c1ccc(-c2nnc3sc(CN4CCC5(CC4)OCCO5)cn23)cc1,-5%,-2%,12%[59 µM],-1%,6%,-5%,0%[58.9 µM],6%,10%

# Part of the list above, reduced to Apoferritin bind and Pol iota inh:
mol	Apoferritin bind	Pol iota inh
O=C(Nc1nnc(COc2ccc(Cl)cc2)s1)c1ccc([N+](=O)[O-])cc1	-5%	11%
O=C(NCCCN1CCCC1=O)c1ccccc1NS(=O)(=O)c1ccc(F)cc1	-5%	-9%
Cc1ccc(NC(=O)c2ccc3c(c2)C(=O)N(Cc2cccnc2)C3=O)c(C)c1	-6%	102%[activator]
O=C(Cc1c(F)cccc1Cl)OCN1C(=O)c2ccccc2C1=O	-3%	51%[activator]
CN(CC(=O)Nc1ccc(F)c(F)c1F)C(=O)C1=NN(c2ccccc2)C(=O)CC1	·	3%

# Single records, from the list above. Screens in order: Apoferritin bind | Pol eta inh | G9a block | BLM helicase inh | POLK inh | APE1 inh | Pol iota inh | Pol beta inh | BAZ2B inh
# Cc1ccc(NC(=O)CSc2nnc(CNC(=O)c3ccco3)n2C)c(C)c1 reads · | -19% | -17%[0.501 µM] | · | 7% | 48%[activator] | -19% | · | 6%
# Cc1ccc(NC(=O)c2ccc3c(c2)C(=O)N(Cc2cccnc2)C3=O)c(C)c1 reads -6% | -18% | -36% | -11% | -11% | 7% | 102%[activator] | 15% | -21%
